# MBNL1-CUG inh: qHTS Assay for Inhibitors of MBNL1-poly(CUG) RNA binding; AID 2675, 2010; Muscleblind-like protein 1 (Homo sapiens), Q9NR56; Potency, µM (top dose mostly 57.5 µM), for the others: top-dose activity change, negative = inhibition, usual class: inhibitors; hit rate 0.036% among 280,000; TR-FRET MBNL1-His/biotin-(CUG)12 binding, 665/545 ratio; active = well fitted inhibition curve with a large enough effect in the signal ratio, with a control signal flat, not every such curve was filed as active; inconclusive = small, poorly fitted or top-dose-only effect, or effect the other way, or a change in a side signal; inactive = no such curve, though single readings can be large or run the other way; the % refers to the signal ratio; also: % is scaled to controls: 0 for no effect and ±100 for the full control effect
# Target sequence (Q9NR56 whole entry, looked up): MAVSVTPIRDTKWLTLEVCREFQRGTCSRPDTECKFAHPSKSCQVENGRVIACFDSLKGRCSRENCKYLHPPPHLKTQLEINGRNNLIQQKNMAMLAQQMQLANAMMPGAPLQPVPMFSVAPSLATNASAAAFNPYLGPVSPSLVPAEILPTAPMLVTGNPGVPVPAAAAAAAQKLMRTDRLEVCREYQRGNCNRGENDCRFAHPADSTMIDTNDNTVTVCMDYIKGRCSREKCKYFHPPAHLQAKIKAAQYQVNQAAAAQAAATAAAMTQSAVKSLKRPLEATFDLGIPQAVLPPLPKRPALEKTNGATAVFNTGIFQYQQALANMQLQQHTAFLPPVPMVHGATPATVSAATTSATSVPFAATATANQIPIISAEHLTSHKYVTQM
#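 Inhibition of protein-RNA binding appears as loss of TR-FRET between terbium anti-His antibody on MBNL1-His and streptavidin-XL665 on biotin-(CUG)12. Activity is normalized to buffer-only and uninhibited-complex controls.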
# BRCA1 expr up: qHTS Assay to Identify Small Molecule Activators of BRCA1 Expression | MCF7-BRCA1-FFLuc reporter, luminescence, 48 h; response scale: scaled: vehicle 0%, 10 µM genistein 100% | Potency, µM (titrated, usually from 46.1 µM), inactives show at the top dose activation, usual class: activators | hit rate 1.1% among 380,000 | AID 624202, 2012; also: nearly all actives have a fitted effect of over 80% in size; some results filed as inactive show a strong effect at the top dose
#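 Quantitative HTS in MCF7 cells stably reporting BRCA1 expression via firefly luciferase. Compound treatment lasts 48 h at 37 °C in phenol-red free MEM. Activation is expressed relative to genistein at 10 microM and DMSO.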
# uPA generation: qHTS for Inhibitors of Cell Surface uPA Generation; cell surface uPA generation assay, qHTS; Potency, µM (top dose mostly 38.3 µM), for inactives: top-dose activity change, negative = inhibition, actives largely listed as inhibitors; hit rate 0.31% among 330,000; active = well fitted inhibition curve with a large enough effect; inconclusive = small, poorly fitted or top-dose-only effect; inactive = no such curve, though single readings can be large or run the other way; tested in mouse RAW 264.7 cells; also: % is scaled to controls: 0 for no effect and ±100 for the full control effect; nearly all actives have a fitted effect of over 55% in size
# Rab9 promoter act: qHTS Assay for Rab9 Promoter Activators. Huh7 Rab9 promoter-luciferase reporter, luminescence, 24 h. Potency, µM (series often up to 9.22 µM), without a hit: top-dose activation, negative = inhibition, hits mostly activators. hit rate 2.8% among 320,000. AID 485297, 2010; also: % of control where 0% means no effect; nearly all actives have a fitted effect of over 60% in size
#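 Using Huh7 cells stably transfected with Rab9 promoter–luciferase, compounds were incubated 24 h at 37 °C, 5% CO2; luciferase luminescence was read 10 min after reagent addition.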
# MLL CXXC-DNA inh: qHTS Fluorescence Polarization Assay for Inhibitors of MLL CXXC domain - DNA interaction. AID 2662, 2010. Potency, µM (top dose mostly 115 µM), for inactives: top-dose activity change, negative = inhibition, most hits filed as inhibitors. Histone-lysine N-methyltransferase 2A (Homo sapiens), Q03164. hit rate 0.037% among 290,000. MLL-CXXC / FITC-HOXA9 DNA fluorescence polarization; active = well fitted inhibition curve with a large enough effect in the polarisation, with a control signal flat, not every such curve was filed as active; inconclusive = small, poorly fitted or top-dose-only effect, or effect the other way, or a change in a side signal; inactive = no such curve, though single readings can be large or run the other way; the % refers to the polarisation
#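 Steps: dispense CXXC domain solution (7 uM) → pin compounds or unlabeled HOX-A9 DNA control → 5 min ambient → add FLSN-HOX-A9 solution (50 nM) → spin → 30 min ambient → fluorescence polarization. Tris pH 7.5/NaCl/DTT/BSA buffer.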
# FLuc modulator: qHTS profiling assay for firefly luciferase inhibitor/activator using purifed enzyme and Km concentrations of substrates (counterscreen for miR-21 project) | Luciferin 4-monooxygenase (Photinus pyralis), P08659 | purified FLuc, Km substrates, luminescence inhibition | Potency, µM (series often up to 57.5 µM), inactives show at the top dose activity change, negative = inhibition, usual class: inhibitors | hit rate 6.9% among 360,000 | AID 588342, 2011;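 also: plate controls were vehicle for no effect and reference inhibitor for full effect; nearly all actives have a fitted effect of over 55% in size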
#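 Purified P. pyralis luciferase (10nM final) with 10uM D-luciferin and 10uM ATP (Km levels) in 50mM Tris acetate pH 7.5, 10mM Mg acetate, 0.01% Tween-20, 0.05% BSA; qHTS 6-point titration, ~60 µM downward; luminescence read.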
# VP16 counter: VP16 counterscreen qHTS for inhibitors of ROR gamma transcriptional activity | AID 2546, 2010 | Drosophila S2 Gal4-VP16 UAS-luciferase, luminescence, 20 h | hit rate 3.5% among 310,000 | Potency, µM (highest dose often 53.6 µM), for the others: at the top dose activity, negative = inhibition, usual class: inhibitors;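 also: Gal4-VP16 expression switched on by copper sulfate through the metallothionein promoter; % is scaled to controls: 0 for no effect and ±100 for the full control effect; nearly all actives have a fitted effect of over 50% in size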
# RORg inh: qHTS for inhibitors of ROR gamma transcriptional activity | Drosophila S2 Gal4-RORgamma UAS-luciferase reporter, 20 h | Nuclear receptor ROR-gamma (Mus musculus), P51450 | AID 2551, 2010 | Potency, µM (series often up to 53.6 µM), for inactives: at the highest dose activity change, negative = inhibition, actives largely listed as inhibitors | hit rate 5.4% among 310,000; also: % is scaled to controls: 0 for no effect and ±100 for the full control effect; nearly all actives have a fitted effect of over 60% in size
# Target sequence (P51450 whole entry, looked up, the tested form may be a part): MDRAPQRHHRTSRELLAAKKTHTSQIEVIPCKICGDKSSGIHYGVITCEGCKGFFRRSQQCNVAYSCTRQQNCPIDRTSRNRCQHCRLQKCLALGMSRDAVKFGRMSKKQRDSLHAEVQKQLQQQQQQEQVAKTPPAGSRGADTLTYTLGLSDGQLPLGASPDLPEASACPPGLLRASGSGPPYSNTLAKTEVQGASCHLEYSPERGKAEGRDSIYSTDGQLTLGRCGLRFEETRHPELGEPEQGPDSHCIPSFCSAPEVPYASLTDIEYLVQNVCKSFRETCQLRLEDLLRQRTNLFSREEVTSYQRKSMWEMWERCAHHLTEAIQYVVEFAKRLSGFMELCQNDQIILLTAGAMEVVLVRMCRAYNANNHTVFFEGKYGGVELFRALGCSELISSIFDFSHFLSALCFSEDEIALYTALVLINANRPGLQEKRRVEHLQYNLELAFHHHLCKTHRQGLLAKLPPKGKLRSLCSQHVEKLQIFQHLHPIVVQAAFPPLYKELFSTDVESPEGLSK
#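 A Gal4/UAS one-hybrid system in insect cells: metallothionein-promoter Gal4–ROR gamma fusion plus Photinus luciferase reporter. Copper sulfate 700 uM final, 20 hr ambient incubation, luminescent detection after 10 min with reagent.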
# ELG1 genotoxic: qHTS screen for small molecules that induce genotoxicity in human embryonic kidney (HEK293T) cells expressing luciferase-tagged ELG1; HEK293T ELG1-luciferase reporter, luminescence, 16 h; Potency, µM (highest dose often 46 µM), for the others: at the top dose activity change, positive = activation, most hits filed as activators; hit rate 1.3% among 330,000; AID 504466, 2011; also: % of control where 0% means no effect; nearly all actives have a fitted effect of over 60% in size
#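 Step 1: seed 2,000 HEK293T ELG1-luciferase cells per well. Step 2: add compound or DMSO, incubate 16 hr at 37 °C. Step 3: ONE-Glo, 30 min at room temperature, read luminescence.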
# NPC1 promoter act: qHTS Assay for NPC1 Promoter Activators; Potency, µM (series often up to 9.22 µM), for the others: at the top dose activation, usual class: activators; Huh7 NPC1 promoter luciferase reporter, 24 h; hit rate 2.4% among 320,000;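 also: % of control where 0% means no effect; nearly all actives have a fitted effect of over 60% in size; reporter is driven by a mutant NPC1 promoter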
#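 Luminescence read-out of NPC1 promoter-driven luciferase in stably transfected Huh7 cells; compounds delivered in DMSO and left 24 h at 37C, 5% CO2, qHTS titration format.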
# p53 reactivation: qHTS assay for re-activators of p53 using a Luc reporter; H1299 p53-A138V BP100-luciferase reporter, luminescence, 24 h; Potency, µM (titrated, usually from 92.2 µM), without a hit: at the highest dose activity change, positive = activation, hits mostly activators; hit rate 0.063% among 320,000; also: % of control where 0% means no effect; nearly all actives have a fitted effect of over 45% in size
#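 p53-null H1299 cells stably carrying temperature-sensitive p53-A138V and a BP100-luciferase reporter were pinned with compounds (4-point, 1:5 series) and held 24 hrs at 37 deg C. Luminescence was read 10 min after detection reagent.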
# * = called active by the depositor; ? = inconclusive; nt = not tested or not shown; & = joins results of further samples; [ ] = remark or other dose. Unless noted, calls follow the shape of the dose curve; as a rule, active = well fitted curve in the direction sought with a large enough effect; inconclusive = small, poorly fitted or top-dose-only effect, or another doubt; inactive = no such curve, though single readings can be large; an effect the other way counts as inactive or inconclusive. Potency is read from the fitted curve at half-maximal effect. This is a subset. The share of hits here may be higher or lower than overall.
SMILES,MBNL1-CUG inh,BRCA1 expr up,uPA generation,Rab9 promoter act,MLL CXXC-DNA inh,FLuc modulator,VP16 counter,RORg inh,ELG1 genotoxic,NPC1 promoter act,p53 reactivation
Clc1ccc(-c2nc(NCCCN3CCOCC3)c3ccccc3n2)cc1,7.4%,-61.7%,4.5%,1.2%,-0.3%,-2.5%,1.7%,7.8%,-12.5%,-2.0%,-5.6%
COc1ccccc1C(=O)NCC(=O)NC1CCCc2ccccc21 (stereo not given),-13.8%,-3.2%,-6.0%,-0.6%,-5.3%,-5.4%,-1.5%,-43.7%,-2.7%,1.5%,-7.8%
COc1ccccc1NC(=O)NC1CCS(=O)(=O)C1 (stereo not given),-2.6%,-9.1%,-1.4%,0.0%,3.6%,-1.3%,0.6%,-0.6%,-0.3%,0.5%,2.6%
CCC(C)(C(=O)NC1CCCCC1)N(C(=O)CNC(=O)c1ccccc1)c1c(C)n(C)n(-c2ccccc2)c1=O (stereo not given),-4.6%,2.2%,2.1%,-0.1%,3.3%,-1.4%,-10.9%[10 µM],-21.5%,10.0%,-1.7%,2.0%
c1cc2c(cc1C1CCCN1)OCCCO2 (stereo not given),-0.7%,-12.9%,0.0%,-3.8%,5.6%,0.5%,3.3%,-38.1%,0.3%,-3.3%,-1.9%
CCCCN(C)CCCNC(=O)CN1C(=O)CSc2ccc(S(=O)(=O)N3CCOCC3)cc21,2.2%,-0.2%,0.6%,-1.4%,-2.0%,-0.9%&4.0%,-17.9%,0.3%,4.0%,-3.8%,3.5%
Cn1cc(Cl)c(C(=O)OCC(=O)Nc2nc(-c3ccc(Br)cc3)cs2)n1,4.3%,11.2µM*,1.1%,17.0%,2.2%,?,-3.8%,?,-1.5%,13.9%,16.6%
CCOC(=O)c1sc(NC(=O)C(C)Sc2nc(N)cc(=O)[nH]2)nc1C (stereo not given),1.5%,-4.2%,-4.9%,-1.9%,-3.2%,-1.7%,2.7%,19.4%,1.1%,0.4%,-6.9%
CCOC(=O)C(NCc1ccc2c(c1)OCO2)(NC(=O)c1ccccc1)C(F)(F)F (stereo not given),-2.5%,0.0%,-2.8%,-2.9%,2.5%,1.5%,-18.1%,-22.0%,0.7%,8.1%,-5.5%
Cc1cc(C)c2sc(N(CCCN(C)C)C(=O)c3ccc(Br)s3)nc2c1,10.8%,-68.8%,-17.3%,2.6%,16.8%,1.5%,-18.0%,?,11.1%,-7.8%,4.6%
O=C(N/C=C/c1ccccc1)c1ccccc1,nt,?,?,1.26µM*,nt,2.13µM*,nt,nt,?,1.12µM*,?
COc1ccc(-c2nc(C#N)c(N3CCN(c4cccc(Cl)c4)CC3)o2)cc1OC,0.3%,-0.8%,12.3%,-0.8%,5.6%,5.7%,4.7%,-10.6%,-2.1%,-1.4%,1.1%
C=C(C(=O)Oc1ccccc1C(C)(C)C)c1ccccc1,nt,nt,nt,-8.1%,nt,0.0%,nt,nt,-0.1%,-9.0%,?
CCOc1ccccc1NCc1cc(=O)oc2cc(C)c(O)cc12,-2.9%,-36.4%,-2.7%,12.2%,2.3%,-3.4%,?,27.5%,-2.4%,2.6%,-3.6%
[N-]=C=C1C(=O)NC(=O)C([n+]2ccc(-c3ccncc3)cc2)C1c1ccccc1C(F)(F)F (stereo not given),?,0.0%,1.4%,11.0%,-21.0%,-5.6%,2.8%,-16.9%,-2.9%,-0.4%,-0.2%
CCN(CC)S(=O)(=O)c1ccc(N2CCN(CCOc3ccc(OC)cc3)CC2)nc1,-7.2%,-19.8%,-2.6%,-3.6%,10.0%,3.3%,?,?,-16.0%,-2.1%,-0.2%
Cn1nc(-c2ccccc2)c(CN2CCN(c3ncccn3)CC2)c1Cl,?,-15.8%,9.9%,-5.7%,10.2%,-0.8%,-8.2%,23.5%,-7.6%,-9.3%,-4.7%
O=C(Nc1ccc(-n2cnnn2)cc1)C1CCCCC1,-7.7%,17.7%,6.3%,10.4%[1.84 µM],13.7%,1.2%,-6.7%,11.4%,-0.5%,4.6%,0.4%
Cc1ccc(S(=O)(=O)N(C)c2ccc(OC(=O)CN3C(=O)NC4(CCCC4)C3=O)cc2)cc1,nt,-0.1%,1.8%,-2.8%,nt,1.2%,nt,nt,9.5%,0.5%,-7.3%
CCOC(=O)N1CCN(c2nc(C)c3c(n2)CCCC3=O)CC1,-2.9%,77.2%,0.5%,?,0.9%,-1.2%,2.7%,-17.3%,-0.2%,17.5%,5.8%
Cc1ccc(C(=O)NC(C)c2ccncc2)o1 (stereo not given),-2.4%,14.2%,2.0%,1.8%,18.6%,1.2%,-2.3%,-0.8%,-2.6%,-0.6%,-9.7%
COc1ccc(Nc2n[nH]c(C)c2[N+](=O)[O-])cc1,?,?,-3.3%,3.55µM*,-6.6%,?,18.4%,6.7%,?,22.3%,9.8%
CCOC(=O)N1CCN(S(=O)(=O)c2ccc(OC)c(Cl)c2)CC1,-3.3%,-10.2%,-0.7%,-5.0%,3.5%,-0.8%,2.1%,24.1%,2.0%,-1.5%,-9.9%
O=C(O)CSc1nnc(-c2cccc(S(=O)(=O)N3CCCCC3)c2)o1,-2.0%,0.6%,8.7%,1.9%,2.0%,3.1%,-2.9%,-0.8%,-2.8%,-3.5%,2.9%
COc1cc(NC(=O)N[C@@H](CCSC)C(=O)O)cc(OC)c1,2.3%,0.0%,-0.8%,0.8%,-2.9%,5.2%,-4.2%,6.0%,-24.4%,2.7%,-1.2%
COc1ccc(S(=O)(=O)N(Cc2ccc(OC)c(OC)c2)Cc2ccco2)cc1,2.9%,-52.4%,-9.9%,2.8%,5.6%,1.1%,?,?,-7.7%,-5.9%,-13.4%
O=C(NCCCN1CCOCC1)c1cccnc1,-7.6%,19.4%,2.0%,-8.9%,3.5%,-0.6%,-3.4%,2.7%,1.0%,-1.3%,2.4%
NC(=O)COC(=O)c1cc(-c2cccs2)nn1-c1ccccc1,-2.3%,-6.8%,11.7%,-1.8%,8.6%,-11.2%,-5.1%,2.6%,5.2%,1.6%,-5.2%
CC1(C)CC(=O)C2=C(C1)N(Cc1ccccc1)C(=O)C2(O)C(F)(F)F (stereo not given),-0.7%,-5.9%,8.7%,-1.4%,-5.2%,-2.2%,-5.2%,4.1%,-2.2%,1.6%,0.9%
CCC(CC)NC(=O)C1CCN(c2ccc(S(=O)(=O)N3CCOCC3)cc2[N+](=O)[O-])CC1,nt,-27.6%,3.4%,-6.5%,nt,6.2%,nt,nt,1.8%,-4.8%,-2.5%
c1ccc(CSC2=NCCS2)cc1,-1.2%,5.2%,-2.1%,1.2%,-0.5%,-18.5%,-10.8%,5.0%,-0.4%,-1.7%,2.2%
CCN(Cc1ccncc1)Cc1nc(CC2CC2)no1,-0.9%,-13.1%,-1.6%,-8.7%,2.7%,-1.9%,6.5%,12.6%,-2.3%,0.1%,4.0%
COc1ccccc1CCNC(=O)c1csc2c1CCCC2,0.5%,41.0%,8.4%,-2.5%,9.0%,?,2.6%,40.7%,4.0%,-1.1%,-6.3%
CCOC(=O)c1ccc(NC(=O)CC2C(=O)N(c3ccc(F)cc3)C(=O)N2CCCOC)cc1 (stereo not given),-18.1%,-12.7%,4.9%,5.5%,10.5%,?,-2.6%,17.5%,-1.2%,-4.6%,-7.9%
NC(=O)C1CCCN(C(=O)NC2CCCCC2)C1 (stereo not given),-3.9%,3.5%,9.1%,-1.3%,-3.2%,0.5%,-8.2%,-15.5%,-0.8%,-2.8%,-6.5%
Cc1ccccc1C(=O)NC(=S)Nc1ccc(S(=O)(=O)N2CCN(C)CC2)cc1,-4.7%,-18.7%,1.9%,7.3%,8.1%,-1.5%,?,-4.4%,-4.7%,12.0%,-1.9%

# Source: PubChem BioAssay (National Center for Advancing Translational Sciences (NCATS))
